Screening data (PubChem)
EBI2 antag – EBI2 (human) antagonism; P32249; EBI2 beta-arrestin recruitment, luminescence, 7a,25-OHC stimulated; inhibition, % at 5 µM; 360,000 compounds, 0.81% hits; AID 651636; in the data active means inhibition above about 38%;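 further: enzyme fragment complementation signal reports receptor beta-arrestin coupling in cells; 0% = agonist plus DMSO wells and 100% = wells without agonist; some results beyond the cut were filed as inactive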
Target sequence (P32249 whole entry, looked up, the tested form may be a part): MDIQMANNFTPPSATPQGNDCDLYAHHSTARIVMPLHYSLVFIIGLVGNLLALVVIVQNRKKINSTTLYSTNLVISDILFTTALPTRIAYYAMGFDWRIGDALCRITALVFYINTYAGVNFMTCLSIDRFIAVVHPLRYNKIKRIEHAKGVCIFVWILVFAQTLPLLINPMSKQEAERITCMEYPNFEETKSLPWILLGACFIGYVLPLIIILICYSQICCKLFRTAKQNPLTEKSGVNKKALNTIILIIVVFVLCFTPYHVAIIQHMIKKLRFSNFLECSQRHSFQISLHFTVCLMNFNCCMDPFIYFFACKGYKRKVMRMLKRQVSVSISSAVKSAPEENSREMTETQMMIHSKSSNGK
CXCR6 inh – CXCR6 (human) receptor inhibition. inhibition, % at 20 µM. CHO-K1 PathHunter CXCR6 beta-arrestin, luminescence. O00574. 360,000 compounds, 0.36% hits; in the data active means inhibition above about 34%, passing the limit was not always enough;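 further: antagonist mode with CXCL16 agonist at 10 nM final; 0% = 10 nM CXCL16 with DMSO and 100% = unstimulated wells without agonist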
Target sequence (O00574 whole entry, looked up): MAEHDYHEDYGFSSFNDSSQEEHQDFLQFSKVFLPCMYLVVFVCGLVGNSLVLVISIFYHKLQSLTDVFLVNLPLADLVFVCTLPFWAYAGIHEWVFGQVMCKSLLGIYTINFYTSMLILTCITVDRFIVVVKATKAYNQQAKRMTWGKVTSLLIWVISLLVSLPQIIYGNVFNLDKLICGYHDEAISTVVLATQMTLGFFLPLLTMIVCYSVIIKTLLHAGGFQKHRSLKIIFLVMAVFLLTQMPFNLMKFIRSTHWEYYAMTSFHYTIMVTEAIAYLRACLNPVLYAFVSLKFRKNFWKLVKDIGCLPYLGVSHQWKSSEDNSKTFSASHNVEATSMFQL
Numbers without * were called inactive. Only part of the results is shown, so the mix of outcomes need not match the whole.

| EBI2 antag | CXCR6 inh | compound |
| --- | --- | --- |
| 16 | 5 | CC(C)CNC(=O)C1(C)CCCN1Cc1ccc(OC(F)(F)F)cc1 (stereo not given) |
| -2 | -1 | O=C(NC1CCCC1)C1c2ccccc2OCC(=O)N1C1CC1 (stereo not given) |
| -6 | 4 | C[C@H](CO)N1C[C@H](C)[C@@H](CN(C)S(=O)(=O)c2ccc(F)cc2)OCc2cn(nn2)CCCC1=O |
| 12 | 10 | O=C1NC[C@H](Cc2ccccc2)N(CCc2cc(C(F)(F)F)cc(C(F)(F)F)c2)C1=O |
| -6 | 1 | CCc1nc2ccc(C(=O)N(C)Cc3ccccc3)cn2c1N(CC)CCN(C)C |
| -8 | 4 | CC(O)C(NC(=O)OCc1ccccc1)C(=O)NCC(=O)NCC(=O)OCc1ccccc1 (stereo not given) |
| -7 | 1 | COc1ccc(C(O)c2nc(-c3cccc4cccnc34)cs2)cc1 (stereo not given) |
| -1 | 5 | O=C(O)C1CCCCN1c1ccccc1[N+](=O)[O-] (stereo not given) |
| -15 | -1 | CNc1n[nH]c(-c2ccccc2)n1 |
| 5 | 7 | Nc1[nH]c(C(=O)c2ccccc2)c(-c2ccccc2Br)c1C(=O)NCc1ccc(-c2ccccc2)cc1 |
| -5 | 4 | CC1(C(=O)NS(=O)(=O)c2ccc(Br)cc2)CCN1C(=O)C1CCCCC1 (stereo not given) |
| 1 | -1 | O=C(Nc1nnc([C@@H]2C[C@H](O)[C@@H](CO)O2)s1)c1cccc(C(F)(F)F)c1 |
| -1 | -4 | O=C(NCc1ccccc1)[C@@H]1CCCN1C(=O)[C@@H]1CCCN1C(=O)c1ccc(Cl)cc1Cl |
| -4 | 2 | CCCCN(C(=O)c1cc(S(=O)(=O)N2CCOCC2)ccc1N1CCOCC1)c1ccccc1 |
| -4 | -11 | Nc1ncnc2c1ncn2[C@@H]1O[C@H](C(=O)N[C@H](CO)Cc2ccc(O)cc2)[C@@H](O)[C@H]1O |
| 6 | 1 | CCN(CC)c1ncnc2c1ncn2[C@H]1CN(Cc2ccc(OC)cc2)C[C@@H](CO)O1 |
| -11 | 0 | CC1C(=O)N(Cc2cn(Cc3ccco3)nn2)CCS(=O)(=O)N1Cc1ccc(-c2ccc(F)nc2)cc1 (stereo not given) |
| -7 | -6 | O=S1(=O)CC(N2CCN(CC3CC3)CC2)CN1C1CCCC1 (stereo not given) |
| -6 | 5 | Cc1cccc(S(=O)(=O)N(C)C[C@@H]2OCc3cn(nn3)CCCC(=O)N([C@@H](C)CO)C[C@H]2C)c1 |
| -8 | 5 | CC(C)(C)n1nnnc1C(c1ccccc1)N1CCN(CCN2CCOCC2)CC1 (stereo not given) |
| -2 | 3 | CCCCCCN1C[C@H](O)[C@@H](n2cc(C3CC3)nn2)C[C@@H]1c1ccccc1 |
| -4 | -1 | CC1(Oc2cccc(F)c2)CCN(Cc2ccc3ccccc3c2)C1 (stereo not given) |
| -9 | 4 | CCOC(=O)CCCCCC(=O)Nc1ccc2c(c1)C(=O)N([C@@H](C)CO)C[C@H](C)[C@H](CN(C)S(=O)(=O)c1ccc(OC)cc1)OCCCC[C@H](C)O2 |
| 0 | 8 | CC1(C(=O)NS(=O)(=O)C2CC2)CCCN(C(=O)COCc2ccccc2)C1 (stereo not given) |
| -6 | 4 | CC1(C(=O)NS(=O)(=O)c2ccc(C#N)cc2)CCN1C(=O)C1(c2ccccc2)CCCC1 (stereo not given) |
| -19 | -2 | CCCC(=O)N1CCC1(C)C(=O)Nc1cccc(OC(C)C)c1 (stereo not given) |
| -3 | -4 | O=C(COC(=O)c1ccc(F)cc1F)Nc1ccc(S(=O)(=O)N2CCOCC2)cc1 |
| -12 | 6 | CC1(C(=O)NS(=O)(=O)C2CC2)CCN(C(=O)c2ccc(F)cc2Cl)C1 (stereo not given) |
| 0 | 2 | Nc1ccn(C2OC(CO)C(O)C2F)c(=O)n1 (stereo not given) |
| -6 | -6 | CN1CCCC(C)(C(=O)Nc2ccc3scnc3c2)C1 (stereo not given) |
| 2 | -4 | CC1=C(C(=O)N(C)C)CC(CC(=O)NCc2cccs2)C(=O)N1CCCN1CCCC1=O (stereo not given) |
| -1 | -6 | CSc1ncccc1C(=O)NNC(=O)c1csc(N2CCOCC2)n1 |
| 13 | 31 | O=C(NCc1ccccc1)c1ccc(-c2ccc(F)c(F)c2)c2ccoc12 |
| -9 | -14 | CN1CCN(C(=O)CCn2c(=S)[nH]c3ccccc3c2=O)CC1 |
| -6 | -5 | C[C@H]1COc2cc(N3CCN(Cc4ccccc4F)CC3)ccc2S(=O)(=O)N1 |
| 7 | 4 | CCOC(=O)[C@]12CCC=C1N(Cc1ccc3c(c1)OCO3)C(=O)[C@H](CC(=O)NCC1CCCCC1)C2 |
| -12 | -8 | CC(=O)N1CCN(C(c2ccccc2)c2nnnn2C(C)(C)C)CC1 (stereo not given) |
| 15 | 3 | Cc1ccc([C@H]2C[C@@H](n3cc(-c4ccc(F)cc4)nn3)[C@H](O)CN2C(=O)c2cccs2)cc1 |
| -12 | -9 | CCCNC(=O)C1(C)CCN(C(=O)c2ccccc2OC)C1 (stereo not given) |
| 6 | -6 | Cc1ccc(C(O)c2ncc(-c3cccc(F)c3)[nH]2)cc1 (stereo not given) |
| 12 | -1 | COc1ccc(C(C)(O)c2nc(-c3ccc4ccccc4c3)cs2)cc1 (stereo not given) |
| -2 | 1 | CC(NS(=O)(=O)c1cc2c3c(c1)CCN3C(=O)CC2)c1ccccc1 (stereo not given) |
| 9 | 2 | CC1(C)CN(C2CCCCC2)C(=O)[C@H]1CC(=O)Nc1ccc(Br)cc1 |
| -4 | -6 | COCOc1cccc(CN2CCC(C)(Oc3ccc(SC)cc3)C2)c1 (stereo not given) |
| 2 | 8 | CC1=C(C(=O)N(C)C)CC(CC(=O)NC2CCCCC2)C(=O)N1CCC1=CCCCC1 (stereo not given) |
| -20 | -1 | O=c1[nH]cc(S(=O)(=O)N2CCN(c3ccc(F)cc3)CC2)c(=O)[nH]1 |
| -6 | -3 | CN(C)CCN1CCN(C2CN(Cc3ccccc3)S(=O)(=O)C2)CC1 (stereo not given) |
| 2 | 0 | CCCNC(=O)c1cc(C2CCCCN2C(=O)c2ccccc2)on1 (stereo not given) |
| 9 | 6 | O=C(Nc1ccc(F)c(Cl)c1)c1cc(C2CCCN(S(=O)(=O)c3cccs3)C2)on1 (stereo not given) |
| 15 | -7 | COC(=O)[C@@]1(Sc2ccc(C)cc2)CC(=O)N(c2ccc3c(ccn3C)c2)[C@@H]1c1ccccc1 |
| 11 | -5 | CC(O)(c1ccccc1)c1nc(-c2cccc(C(F)(F)F)c2)cs1 (stereo not given) |
| 3 | -3 | CC1(C(=O)Nc2ccc3c(c2)OCO3)CCN1C(=O)Cc1cccs1 (stereo not given) |
| 9 | 8 | CC1Nc2ncnc(N3CCc4ccccc4C3)c2N(Cc2ccccc2)C1=O (stereo not given) |
| 1 | -2 | CS(=O)(=O)N1CCCCC1c1cc(C(=O)NCc2ccc(Cl)c(Cl)c2)no1 (stereo not given) |
| -8 | -5 | O=C1OC(COCC#Cc2ccccc2)CN1c1ccccc1 (stereo not given) |
| -2 | 3 | CCC(C)C(CO)NCCCn1cnc2c(OCc3ccccc3)ncnc21 (stereo not given) |
| 3 | 0 | CCOc1ccccc1C=C1CCc2ccccc2C1=O |
| -7 | -1 | CCN1C(=O)[C@H]2[C@@H](c3ccc(OC)cc3)N[C@]3(CCCN(CC4CCCCC4)C3=O)[C@H]2C1=O |
| 92* | -5 | Cc1cc(C)n(-c2ccc(C(=O)N3CCN(S(=O)(=O)c4ccc(Br)cc4Cl)CC3)cc2)n1 |
| 5 | -1 | Cn1cnnc1SCC(=O)N1CCc2ccccc2C1 |

Records listed so far that bear a hit mark in EBI2 antag.
| EBI2 antag | CXCR6 inh | compound |
| --- | --- | --- |
| 92* | -5 | Cc1cc(C)n(-c2ccc(C(=O)N3CCN(S(=O)(=O)c4ccc(Br)cc4Cl)CC3)cc2)n1 |

4 structures out of the list, ordered by molar mass, largest number first:
| EBI2 antag | CXCR6 inh | compound |
| --- | --- | --- |
| 92* | -5 | Cc1cc(C)n(-c2ccc(C(=O)N3CCN(S(=O)(=O)c4ccc(Br)cc4Cl)CC3)cc2)n1 |
| 1 | -2 | CS(=O)(=O)N1CCCCC1c1cc(C(=O)NCc2ccc(Cl)c(Cl)c2)no1 (stereo not given) |
| 11 | -5 | CC(O)(c1ccccc1)c1nc(-c2cccc(C(F)(F)F)c2)cs1 (stereo not given) |
| -8 | -5 | O=C1OC(COCC#Cc2ccccc2)CN1c1ccccc1 (stereo not given) |

Carrying on:
| EBI2 antag | CXCR6 inh | compound |
| --- | --- | --- |
| -1 | -4 | O=C(Cn1cc(COc2ccc(Cl)c(Cl)c2)nn1)NS(=O)(=O)c1ccccc1OC(F)(F)F |
| -20 | 3 | COCCNc1nc(Nc2ccc(Cl)cc2F)c2sccc2n1 |
| 36 | 9 | COCCNc1nc(NCc2cccc(OC)c2)c2sc(-c3ccccc3)cc2n1 |
| -7 | -6 | CN(Cc1ccccc1)N=Nc1nc[nH]c1C(N)=O |
| -11 | -6 | O=C(Nc1ccc(N2CCOCC2)cc1)c1csc([C@H]2C[C@H](O)[C@@H](CO)O2)n1 |
| 7 | 7 | COc1ccc(CNC(=O)c2ccc(-n3ccnc3)c3ccoc23)cc1OC |
| 11 | -1 | COc1ccc(C(N)c2csc(Nc3cc(Oc4ccccc4)ncn3)n2)cc1 (stereo not given) |
| -2 | -5 | CC1(C(=O)NS(=O)(=O)c2ccccc2)CCN1C(=O)C/C=C/c1ccccc1 (stereo not given) |
| -2 | -7 | CC(C)[C@H](COC=O)NC(=O)[C@H]1O[C@@H](n2ccc(N)nc2=O)[C@H](O)[C@@H]1O |
| -10 | 2 | CCOC(=O)C1(C)CCN1C(=O)c1ccc(C#N)cc1 (stereo not given) |
| 11 | 5 | CC(=O)C1=CCC(c2ccccc2Cl)N(S(=O)(=O)c2ccc(C)cc2)C1 (stereo not given) |
| 7 | 6 | CCOC(=O)C1=CCN(S(=O)(=O)c2ccc(Br)cc2)C1c1ccc(C)cc1 (stereo not given) |
| -10 | 0 | CCOC(=O)C1CCCN(C(=O)c2cccc(Cl)c2)CC1 (stereo not given) |
| 4 | 8 | CC1(C)OC(=O)C2=C(C[C@@H](C3CCCCC3)O[C@@H]2c2ccc(Cl)cc2)O1 |
| 2 | -3 | O=C1CCC2CN3CCc4c([nH]c5ccccc45)C3CC2C1 (stereo not given) |
| 0 | -10 | O=C1CNC(=O)c2cc(Cl)ccc2N1 |
| 4 | 4 | COC(=O)C(CSCc1ccccc1)NC(=O)CCNC(=O)OCc1ccccc1 (stereo not given) |
| -2 | 3 | COc1ccccc1CCC(=O)Nc1ccc2c(c1)c(=O)n(C)n2Cc1cccc(C(F)(F)F)c1 |
| -14 | -1 | COc1ccc(-c2cnc3c(NC(C)=O)cc(-c4ccc(C(=O)N5CCOCC5)cc4)cn23)cc1OC |
| 4 | -2 | CC1(C(=O)NS(=O)(=O)c2ccc(Cl)cc2)CCN1C(=O)C1(c2ccc(Cl)cc2)CC1 (stereo not given) |

Entries of single compounds, looked up by structure. Order of screens: EBI2 antag	CXCR6 inh
C[C@H](CO)N1C[C@H](C)[C@@H](CN(C)S(=O)(=O)c2ccc(F)cc2)OCc2cn(nn2)CCCC1=O across the screens: -6	4
CC(C)[C@H](COC=O)NC(=O)[C@H]1O[C@@H](n2ccc(N)nc2=O)[C@H](O)[C@@H]1O across the screens: -2	-7

New compounds follow
| EBI2 antag | CXCR6 inh | compound |
| --- | --- | --- |
| -3 | -1 | Cc1ccc(S(=O)(=O)NC(=O)C2(C)CCN2C(=O)CC2CCCC2)cc1 (stereo not given) |
| -3 | 0 | COc1cccc(C(=O)N2CCC[C@H]2C(=O)N2CCC[C@H]2C(=O)NCc2ccccn2)c1 |
| -4 | -5 | CN1OC[C@@H]2C(=O)N3CCc4c([nH]c5ccccc45)[C@@H]3C[C@@H]21 |
| -6 | -10 | CN1CCn2cnc(C(=O)NCc3ccccc3)c2C1=O |
| 0 | 6 | CC(=NNC1=NCCN1)c1cn(C2=NCCN2)nc1C |
| 0 | 5 | c1ccc2c(c1)nc(N1CCCCCC1)c1nncn12 |
| -8 | -3 | CC1=C(C(=O)N(C)C)CC(CC(=O)NCCCN(C)C)C(=O)N1CCC1=CCCCC1 (stereo not given) |
| 8 | -5 | O=C(NCc1ccco1)c1ccc(-c2ccc3nccn3c2)cc1 |
| -5 | 4 | CC(C)NC(=O)C1(C)CCN1Cc1ccc(C(F)(F)F)cc1 (stereo not given) |
| -6 | 2 | CCC(=O)N(C)C[C@H]1Oc2cc(-c3cccnc3)ccc2S(=O)(=O)N([C@H](C)CO)C[C@H]1C |
| -8 | 3 | COc1ccc(C(=O)Nc2cc(S(=O)(=O)N3CCCCC3)ccc2C)cc1 |
| 7 | 0 | COc1ccc(-n2c(SCC(=O)NCC3CCCO3)nc3ccccc3c2=O)cc1Cl (stereo not given) |
| 4 | 1 | COc1ccccc1CC1(C)C(=O)Nc2ccc(OC(F)(F)F)cc21 (stereo not given) |
| -18 | -6 | COc1cc(NC(=O)CC[C@H]2O[C@@H](n3cnc4c(NC(=O)c5ccccc5)ncnc43)[C@H](O)[C@@H]2O)cc(OC)c1OC |
| 0 | -7 | COc1ccccc1-c1ccc2c(c1)O[C@@H](CN(C)C(=O)c1ccncc1)[C@H](C)CN([C@@H](C)CO)S2(=O)=O |
| 7 | -4 | CC(O)(c1cccnc1)c1nc(-c2cc(F)cc(F)c2)cs1 (stereo not given) |
| -1 | -2 | C/C=C/c1ccc2c(c1)O[C@H](CN(C)CC1CCOCC1)[C@@H](C)CN([C@H](C)CO)S2(=O)=O |
| 7 | 3 | C#CCN(C[C@H]1[C@H](OC(=O)NCC2CCCCC2)[C@H](OC(=O)NCC2CCCCC2)C[C@H]2C(=O)N(c3ccccc3)C(=O)[C@@H]12)S(=O)(=O)c1ccc(C)cc1 |
| 7 | 1 | CC(=O)c1ccc2c(c1)N(Cc1ccc3ccccc3c1)C(=O)C(C)S2 (stereo not given) |
| -13 | 0 | CCCS(=O)(=O)NC(=O)C1(C)CCCN(C(=O)c2cc(F)cc(F)c2)C1 (stereo not given) |
| -5 | -4 | CCn1c(SCC(=O)NC2CC2)nc2ccccc21 |
